Screens as filed in PubChem BioAssay.
GFP derepression – qHTS Assay for Epigenetic Modulators. mouse C127i GFP locus derepression, cytometry, 30 h. Potency, µM (titrated, usually from 46.1 µM), inactives show at the top dose GFP derepression (activation). 68,000 compounds, 0.09% hits. AID 597, 2007; note: % of control where 0% means no effect
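Derepression screen: silenced CMV-GFP reporter in murine C127i cells, 30 h compound incubation at 37 C, washed cells imaged by laser-scanning cytometer to enumerate GFP-expressing objects of 20 to 120 um.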
Rhodamine autofl – qHTS Assay for Spectroscopic Profiling in Rhodamine Spectral Region | Rhodamine-region fluorescence, 547/598 nm, Tris buffer; active compounds read high | max dye-equivalent concentration, M | 59,000 compounds, 0.05% hits; in the data active = max dye-equivalent concentration above about 11 nM; inconclusive = between about 1.1 nM and that limit
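Read-out is relative fluorescence at 547 nm excitation and 598 nm emission, expressed as dye-equivalent concentration using rhodamine standards on every plate. Each compound was profiled across a concentration series after 15 min in 100 mM Tris, pH 8.0.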
Hsp90 Hop PPI – qHTS Assay for Disrupters of an Hsp90 Co-Chaperone Interaction; Hsp90 C-terminal peptide / TPR2A (Hop) interaction, human; AlphaScreen TPR2A-His6 binding biotin-Hsp90 C-terminal peptide; Potency, µM (titrated, usually from 57 µM), without a hit: top-dose activity change, negative = inhibition; 71,000 compounds, 0.44% hits; AID 595, 2007; active = well fitted curve in either direction with a large enough effect; inconclusive = small, poorly fitted or top-dose-only effect, or another doubt; note: potency is the fitted concentration of half-maximal effect; % is set by controls: 0 for no effect and ±100 for the full control effect; many of its hits are not listed in these tables
Fluorescein fluor – qHTS Assay for Spectroscopic Profiling in Fluorescein Spectral Region | Compound autofluorescence, 480/540 nm, fluorescein-equivalent; active compounds read high | max fluorescein-equivalent concentration, M | AID 593, 2007 | 59,000 compounds, 0.91% hits; in the data active = max fluorescein-equivalent concentration above about 10 nM; inconclusive = between about 1.1 nM and that limit
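Library compounds, added at multiple concentrations to pH 8.0 Tris buffer (100 mM), incubate 15 min at room temperature before CCD imaging at 480 nm excitation and 540 nm emission.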
Texas Red fluor – qHTS Assay for Spectroscopic Profiling in Texas Red Spectral Region | Compound fluorescence, Texas Red channel, 547/618 nm; active compounds read high | max dye-equivalent concentration, M | 59,000 compounds, 0.06% hits; in the data active = max dye-equivalent concentration above about 10 nM; inconclusive = between about 1.1 nM and that limit
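Compound titrations in 100 mM Tris pH 8.0 were incubated 15 min at room temperature and read at 547 nm excitation / 618 nm emission. Texas Red six-point standard curve on each plate converted fluorescence to dye-equivalent concentration.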
HADH2 inh – qHTS Assay for Inhibitors of HADH2 (Hydroxyacyl-Coenzyme A Dehydrogenase, Type II) | recombinant HADH2, NADH fluorescence, beta-hydroxybutyryl-CoA | Potency, µM (series often up to 57.1 µM), for inactives: at the top dose activity change, negative = inhibition, actives largely listed as inhibitors | 73,000 compounds, 3.4% hits | 3-hydroxyacyl-CoA dehydrogenase type-2 (Homo sapiens), Q99714; note: potency is the fitted concentration of half-maximal effect; % is set by controls: 0 for no effect and ±100 for the full control effect; nearly all actives have a fitted effect of over 60% in size; many of its hits are not listed in these tables
Target sequence (Q99714 whole entry, looked up, one chain of several): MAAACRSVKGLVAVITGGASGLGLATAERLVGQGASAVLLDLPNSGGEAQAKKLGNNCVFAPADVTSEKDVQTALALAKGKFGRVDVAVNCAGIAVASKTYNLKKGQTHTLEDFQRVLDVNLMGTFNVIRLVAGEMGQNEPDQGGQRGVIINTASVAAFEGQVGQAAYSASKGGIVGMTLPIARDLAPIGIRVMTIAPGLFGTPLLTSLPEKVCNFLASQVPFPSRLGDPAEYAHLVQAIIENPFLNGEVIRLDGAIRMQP
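Activity measured as NADH fluorescence gain (360/450 nm), taken as the change between first and last reads of a 4-min kinetic run. Conditions: pH 9.0 Tris buffer, 20 nM E. coli-expressed His-tagged enzyme, 1 mM NAD+, 90 uM beta-hydroxybutyryl-CoA; 15-min compound preincubation.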
HBB splicing – qHTS Assay for Modulators of Hemoglobin Beta Chain Splicing; HBB splicing reporter cell assay, activation; EGFP reporter with mutant IVS2-654 intron; response scale: normalised to 500 nM splice-correcting PNA; Potency, µM (highest dose often 46.1 µM), for the others: at the highest dose activation, most hits filed as activators; 65,000 compounds, 0.06% hits; note: potency is the fitted concentration of half-maximal effect; 0% is about no effect
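Compounds were applied for 2 days to HeLa EGFP-654 cells, 500/well in Optimem with 2% FCS. The reporter's EGFP is disrupted by mis-splicing of beta-globin intron IVS2-654. Readout: summed well GFP fluorescence from 488 nm laser scanning; reference was 500 nM antisense […] 654 PNA.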
ALOX15 inhib – qHTS Assay for Inhibitors of 15-hLO (15-human lipoxygenase). Potency, µM (highest dose often 57.1 µM), inactives show top-dose activity change, negative = inhibition, usual class: inhibitors. AID 887, 2007. 74,000 compounds, 1.4% hits. purified 15hLO-1, xylenol orange hydroperoxide absorbance. Polyunsaturated fatty acid lipoxygenase ALOX15 (Homo sapiens), P16050; note: potency is the fitted concentration of half-maximal effect; % is set by controls: 0 for no effect and ±100 for the full control effect; nearly all actives have a fitted effect of over 55% in size
Target sequence (P16050 whole entry, looked up): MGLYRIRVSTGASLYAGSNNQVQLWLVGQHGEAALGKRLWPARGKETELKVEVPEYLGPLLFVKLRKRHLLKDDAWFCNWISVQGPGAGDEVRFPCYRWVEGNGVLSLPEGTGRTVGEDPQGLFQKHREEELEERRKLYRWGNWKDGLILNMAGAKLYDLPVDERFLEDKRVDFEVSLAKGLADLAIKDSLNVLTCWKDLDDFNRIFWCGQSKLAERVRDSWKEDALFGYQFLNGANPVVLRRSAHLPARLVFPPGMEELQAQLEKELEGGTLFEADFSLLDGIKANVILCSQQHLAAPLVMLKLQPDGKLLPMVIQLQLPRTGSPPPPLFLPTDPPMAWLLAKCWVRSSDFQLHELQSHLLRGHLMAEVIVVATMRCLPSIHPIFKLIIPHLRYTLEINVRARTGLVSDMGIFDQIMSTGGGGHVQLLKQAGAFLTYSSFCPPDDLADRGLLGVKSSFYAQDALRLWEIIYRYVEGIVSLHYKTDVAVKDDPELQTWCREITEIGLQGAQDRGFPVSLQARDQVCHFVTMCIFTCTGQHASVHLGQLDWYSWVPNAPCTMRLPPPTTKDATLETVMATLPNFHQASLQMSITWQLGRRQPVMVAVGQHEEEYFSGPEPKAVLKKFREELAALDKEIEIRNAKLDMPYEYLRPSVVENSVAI
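Inhibition is scored from a chromogenic endpoint. After 15 min enzyme-compound contact, arachidonic acid (50 uM final) reacts 6 min with 40 nM 15hLO-1 at room temperature, then Fe-XO reagent is added for 30 min and absorbance ratio recorded.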
DNA Pol III inh – qHTS Assay for Inhibitors of DNA Polymerase III Holoenzyme System; reconstituted DNA polymerase III holoenzyme replication, biochemical; 71,000 compounds, 0.25% hits; Potency, µM (series often up to 57.1 µM), inactives show top-dose activity change, negative = inhibition; note: potency is the fitted concentration of half-maximal effect; % is set by controls: 0 for no effect and ±100 for the full control effect
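Reconstituted *E. coli* holoenzyme (0.35 nM Pol III, 1 nM beta, 154 nM SSB, 2 nM primase) was preincubated with compound for 15 min at RT. Synthesis on 1.4 nM ssM13Gori ran 35 min, then was stopped with PicoGreen/EDTA and read as dsDNA fluorescence.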
4-MU autofl – qHTS Assay for Spectroscopic Profiling in 4-MU Spectral Region | compound autofluorescence, 340/450 nm, 4-MU equivalents; active compounds read high | max dye-equivalent concentration, M | 59,000 compounds, 11% hits | AID 589, 2007; in the data active = max dye-equivalent concentration above about 10 nM; inconclusive = mostly about 1.1 nM to 9.6 nM
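Compounds in 100 mM Tris, pH 8.0, incubated 15 min at room temperature, then fluorescence read at 340 nm excitation/450 nm emission. Signal converted to 4-MU dye-equivalent concentration using an on-plate six-point 4-MU standard curve.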
Ub-GFP proteasome – Ubiquitin-GFP Assay; Potency, µM (doses to about 45.9 µM), without a hit: at the highest dose activation (GFP accumulation), hits mostly activators; 67,000 tested, under 10 active; Ubiquitin-GFP reporter cells, proteasome inhibition, GFP fluorescence; response scale: untreated = 0%, 10 µM MG-132 = 100%; active = well fitted activation curve with a large enough effect, not every such curve was filed as active; inconclusive = small, poorly fitted or top-dose-only effect, or another doubt; inactive = no such curve, though single readings can be large or run the other way; note: potency is the fitted concentration of half-maximal effect
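U2OS cells expressing ubiquitin(G76V)-GFP, seeded overnight in 0.5% FBS medium, then treated 4 hr at 37 C across 46 uM to 2.9 nM. GFP-positive cells counted by laser cytometry (488 ex/515 em); %activity scaled between basal and 10 uM MG-132.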
The depositor's hits bear a star; i = inactive; ? = inconclusive; · = no result given; [ ] = remark or other dose. Unless noted, calls come from the whole dose curve; as a rule, active = well fitted curve in the direction sought with a large enough effect; inconclusive = small, poorly fitted or top-dose-only effect, or another doubt; inactive = no such curve, though single readings can be large; an effect the other way counts as inactive or inconclusive. These rows are one share of the data (hit frequency here may not be typical).

SMILES	GFP derepression	Rhodamine autofl	Hsp90 Hop PPI	Fluorescein fluor	Texas Red fluor	HADH2 inh	HBB splicing	ALOX15 inhib	DNA Pol III inh	4-MU autofl	Ub-GFP proteasome
Cc1cc(C)c(S(=O)(=O)Nc2cccc3nsnc23)c(C)c1	1%	i	7%	?	i	-13%	-4.1%	?	-9%	i	-9%
Cc1nc2c3ccccc3n(CC#N)c(=O)n2n1	·	·	-4%[2.3 µM]	·	·	5%	0.9%	-7%	-2%	·	14%
COC(=O)c1ccccc1NC(=O)Cn1c(SC)c(F)cnc1=O	5%	i	-1%	i	i	8%	3.4%	-6%	-3%	i	-3%
Cc1ccccc1-n1c(SCC(=O)N2CCOCC2)nc(O)cc1=O	0%	i	0%	i	i	3%	-0.5%	10%	-3%	i	11%
CCCn1c(SCC(=O)Nc2sc(C)c(C)c2C(=O)OC)nc2c1c(=O)n(C)c(=O)n2C	2%	i	0%	?	i	0%	0.2%[57.5 µM]	-3%	6%	i	-4%
Nc1nc2n(n1)C(c1ccco1)CC(c1ccc(Cl)c(Cl)c1)N2 (stereo unspecified)	-3%	i	-9%	i	i	26%	-1.4%	17%	-6%	i	3%
CC(C)(C)C(=O)N=C1SC2CS(=O)(=O)CC2N1c1ccc2c(c1)OCO2 (stereo unspecified)	-3%	i	-3%	i	i	-7%	-1.3%	-3%	-5%	i	4%
COC(=O)c1cc2sccc2n1CC(=O)Nc1cc(OC)cc(OC)c1	-2%	i	-2%	i	i	5%	2.1%	2%	-2%	i	8%
O=C(NC1CC1)C1CCCN(C(=O)Nc2ccc(F)cc2)C1 (stereo unspecified)	0%	i	0%	i	i	0%	·	8%	-5%	i	5%
Cc1cccc(N(C)C(=O)c2cc3cc4ccc(C)cc4nc3o2)c1	3%	i	-3%	i	i	-8%	-0.3%	-1%	-2%	i	3%
CCC(C)NC(=O)c1c(C)cc(=O)oc1C (stereo unspecified)	-3%	i	-2%	?	i	-19%	-0.6%	5%	-10%	i	-3%
O=C(CN1CCOCC1)N1CCN(S(=O)(=O)c2ccccc2)C1c1ccccc1 (stereo unspecified)	2%	i	-25%	i	?	1%	-1.4%	2%	-2%	i	7%
COc1cc2c(cc1OC)C(C(=O)NCc1cccnc1)C(c1cccnc1)N(C)C2=O (stereo unspecified)	-2%	i	-6%	i	i	-6%	-0.4%	6%	1%	i	7%
O=C(Nc1sc2c(c1C(=O)NCC1CCCO1)CCCC2)c1cccs1 (stereo unspecified)	-3%	·	?	·	·	-10%[11.4 µM]	-1.2%[0.0738 µM]	-28%[11.4 µM]	-1%[11.4 µM]	·	0%[9.17 µM]
Cc1ccc(CNc2oc(-c3ccco3)nc2C#N)cc1	0%	i	-20%	i	i	25µM*	-1.8%	-12%	-10%	i	-4%
COc1cccc(Nc2ncc3nc(CCc4ccccc4)c(=O)n(C4CC4)c3n2)c1	-2%[9.22 µM]	i	-7%	i	i	4%	9.2%	-15%	-9%	i	2%
CCN1C(=O)C2C(c3ccccc3F)NC(Cc3ccc(O)cc3)(C(=O)OC)C2C1=O (stereo unspecified)	1%	i	-7%	i	i	3%	·	10%	-1%	i	-4%
CCOc1ccccc1C1C(C(N)=O)=C(C)Nc2nc(CCCO)nn21 (stereo unspecified)	0%	·	-3%	·	·	4%	0.4%	10%	-4%	·	2%
CN=C1SC(CC(=O)NCCc2ccc(OC)c(OC)c2)C(=O)N1C (stereo unspecified)	1%	i	-4%	i	?	-3%	-0.9%	0%	-3%	i	3%
CCOc1ccc(NC(=O)CCN2CCN(c3ccccc3)CC2)cc1	3%	·	-4%	·	·	10%	0.7%	3%	-5%	·	-6%
COCCCNC(=O)c1c(-c2ccccc2)noc1C	-1%	i	1%	i	i	1%	0.6%	-11%	2%	i	0%
Cn1c(=O)cc(SCC(=O)NCC2CCCO2)c2ccccc21 (stereo unspecified)	14%	i	0%	i	i	-23%	-1.3%	9%	-8%	i	-10%
O=C(NCc1ccc2c(c1)OCO2)C1CC(=O)N(CCc2ccccc2)C1 (stereo unspecified)	3%	·	-11%	·	·	5%	-0.9%	-29%	-7%	·	0%
CC(C)Cn1c(SC(C)C(=O)Nc2ccc3c(c2)OCCO3)nc2ccccc2c1=O (stereo unspecified)	3%	i	0%	i	i	-9%	0.4%[57.5 µM]	-15%	-7%	i	4%
Cn1cnc2c(sc3nc(N4CCOCC4)c4c(c32)CC(C)(C)OC4)c1=O	-2%	·	-3%	·	·	23%	1.4%	4%	-5%	·	-9%
O=C(Nc1ccc(-c2noc(COc3ccccc3Cl)n2)cc1)c1ccco1	2%	i	2%	i	?	-22%	-2.2%	-4%	11%	i	-3%
CCn1c2ccccc2c2cc(NC(=O)N3CCOCC3)ccc21	3%	i	-3%	i	i	14%	0.1%	-5%	-10%	i	4%
O=C(NC1CCCCC1)c1ccc(N2CCCC2=O)cc1	0%	i	4%	i	?	6%	-0.3%	4%	-2%	i	-2%
CCOC(=O)c1c2c(c(=S)n(-c3ccccc3)c1N)CCC2	0%[20.6 µM]	i	·	?	i	·	·	·	·	?	·
Cc1cc(C(=O)COC(=O)Cn2cnc3c2c(=O)n(C)c(=O)n3C)c(C)n1C	4%	i	4%	i	i	11%	-0.2%[57.5 µM]	0%	5%	i	1%

Some entries already given, limited to Ub-GFP proteasome and Rhodamine autofl:
SMILES | Ub-GFP proteasome | Rhodamine autofl
CN=C1SC(CC(=O)NCCc2ccc(OC)c(OC)c2)C(=O)N1C (stereo unspecified) | 3% | i
O=C(Nc1ccc(-c2noc(COc3ccccc3Cl)n2)cc1)c1ccco1 | -3% | i

(cont.)
SMILES	GFP derepression	Rhodamine autofl	Hsp90 Hop PPI	Fluorescein fluor	Texas Red fluor	HADH2 inh	HBB splicing	ALOX15 inhib	DNA Pol III inh	4-MU autofl	Ub-GFP proteasome
CC(=O)OCP(C)(=O)COC(C)=O	-2%	i	-12%	?	?	-3%	4.7%[0.369 µM]	13%	-6%	i	·
O=C(C1CCCO1)N1CCN(S(=O)(=O)c2cccc3nsnc23)CC1 (stereo unspecified)	-2%	·	1%	·	·	-7%	0.0%	4%	2%	·	0%
COc1cc(OC)c(C2C(C#N)=C(N)OC3=C2C(=O)CC(C)C3)cc1OC (stereo unspecified)	2%	·	-1%	·	·	-1%	-3.8%	-11%	5%	·	6%
O=C1CCCC2=C1C(O)(C(F)(F)F)C(=O)N2Cc1ccccc1 (stereo unspecified)	0%	i	-2%	i	i	-1%	-0.5%	-11%	-11%	i	-6%
O=C(CN1CCOCC1)Nc1ccc(S(=O)(=O)N2CCCCCC2)cc1	0%	i	-1%	i	i	10%	0.2%[57.5 µM]	10%	-8%	i	-1%
O=C(NCCc1cccc(Cl)c1)c1cccnc1	0%	·	-2%	·	·	0%	-1.0%[9.22 µM]	-1%	-2%	·	14%
Cc1c(C(=O)NCc2ccc3c(c2)OCO3)oc2ccc(S(=O)(=O)N3CCCCCC3)cc12	-7%	i	-1%	i	i	-11%	-1.5%	-10%	0%	i	6%
Cc1ccc(-c2nc(C#N)c(N3CCCCC3)o2)cc1	·	·	?	·	·	158%[activator]	-0.4%	0%	-2%	·	10%
CC1CCc2sc3nc(N4CCN(CCO)CC4)n4ncnc4c3c2C1 (stereo unspecified)	0%	i	-8%	i	i	-3%	3.4%[57.5 µM]	-4%	-9%	i	-4%
CN1C(=O)N(c2cccc3ccccc23)C(n2cncn2)C1(C)C (stereo unspecified)	4%	i	-4%	i	i	8%	0.9%[57.5 µM]	5%	-3%	i	3%
CN(C)CCCOc1nn(Cc2ccccc2)c2ccccc12	-2%[20.6 µM]	i	-6%[26 µM]	1.9e-08M*	i	8%[25.6 µM]	-0.8%[20.6 µM]	1%[25.6 µM]	-7%[25.6 µM]	i	0%[20.5 µM]
O=C(C1CCN(S(=O)(=O)N2CCC3(CC2)OCCO3)CC1)N1CCc2ccccc2C1	-1%	i	-2%	i	?	-7%	-1.6%	1%	5%	i	3%
COc1ccc2[nH]c(=O)c(CN(CCCN(C)C)C(=O)Nc3ccccc3)cc2c1	-2%	i	-2%	i	i	-8%	3.6%	-22%	0%	2.3e-07M*	-3%
